# Source: PubChem
# IMPase Li inh = IMPase inhibition in cells with lithium potentiation | CHO-M1 cells, IP1 TR-FRET (IP-One), carbachol + lithium | Potency, µM (top dose mostly 59.4 µM), inactives show top-dose activity, negative = IMPase inhibition, most hits filed as inhibitors | 210,000 tested, 0.35% active;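 note: IP1 builds up when IMPase is blocked and the TR-FRET signal falls; plate controls were basal vehicle for no effect and high inhibitor control for full effect; nearly all actives have a fitted effect of over 50% in size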
#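 Test compounds were applied to CHO-M1 cells previously cultured for 16–30 h at 2000 per well. A small lithium amount accompanied them; after 30 min at 37C, IP1 was quantified by TR-FRET.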
# HTT aggregate = mutant huntingtin aggregation inhibition; PC12 HttQ103-GFP aggregates, Acumen cytometry, 40 h; Potency, µM (doses to about 46.1 µM), inactives show at the highest dose activity change, negative = inhibition, hits mostly inhibitors; 220,000 tested, 1.1% active; note: % is set by controls: 0 for no effect and ±100 for the full control effect; nearly all actives have a fitted effect of over 60% in size
#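 Using laser scanning cytometry, GFP-positive aggregates were counted after lysis of PC12 cells induced with 100 nM tebufenozide to express HTT exon 1 Q103–GFP. Compounds were tested in titration.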
# GoLoco inh red = RGS12 GoLoco-Gai1 interaction inhibition; Gai1:RGS12 GoLoco peptide FP, rhodamine, 10 min; 230,000 tested, 0.44% active; Potency, µM (doses to about 61.6 µM), for inactives: at the top dose activity, negative = inhibition, actives largely listed as inhibitors; P63096; active = well fitted inhibition curve with a large enough effect, not every such curve was filed as active; inactive = no such curve, though single readings can be large or run the other way; note: % is set by controls: 0 for no effect and ±100 for the full control effect; nearly all actives have a fitted effect of over 30% in size; many of its hits are not listed in these tables
# Target sequence (P63096 whole entry, looked up): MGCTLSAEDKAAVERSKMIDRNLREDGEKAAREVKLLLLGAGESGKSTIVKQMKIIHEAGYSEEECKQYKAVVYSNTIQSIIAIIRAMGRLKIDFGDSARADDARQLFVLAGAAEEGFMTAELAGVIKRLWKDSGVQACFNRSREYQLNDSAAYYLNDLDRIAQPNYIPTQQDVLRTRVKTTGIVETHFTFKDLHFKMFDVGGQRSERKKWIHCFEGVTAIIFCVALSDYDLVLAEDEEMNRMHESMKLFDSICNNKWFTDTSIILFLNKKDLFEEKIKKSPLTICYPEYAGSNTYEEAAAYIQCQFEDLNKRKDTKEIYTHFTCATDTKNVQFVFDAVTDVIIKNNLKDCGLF
# HTT cytoprotect = cytoprotection in Huntington HTT-Q103 PC12 cell model. PC12 HTT-Q103 induced, cytoprotection, ATP luminescence, 40 h. Potency, µM (top dose mostly 56.4 µM), without a hit: cytoprotection (ATP increase), hits mostly activators. 230,000 tested, 0.14% active. AID 1471;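 note: % of control where 0% means no effect; nearly all actives have a fitted effect of over 45% in size; toxic huntingtin expression switched on by the ecdysone agonist tebufenozide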
#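 Stable PC12 Q103-GFP cells in serum-supplemented, phenol red-free DMEM; induction by tebufenozide at 100 nM final; compound dose series; cell viability quantified luminescently from ATP.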
# GAA spleen mod = inhibitors or activators of human alpha-glucosidase in spleen homogenate; P10253; human spleen homogenate, 4-MU-alpha-glucoside fluorescence; Potency, µM (highest dose often 79.9 µM), inactives show at the top dose activity change, negative = inhibition, most hits filed as inhibitors; 240,000 tested, 0.006% active;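 note: 0% = enzyme with vehicle and -100% = no enzyme basal signal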
#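 Human spleen homogenate (1 ug) incubated with compounds and 1 mM 4-methylumbelliferyl-alpha-D-glucopyranoside in pH 5.0 citrate/phosphate buffer, 37 C, 40 min. Stopped at pH 10; 4-MU fluorescence (Ex 365/Em 440 nm); AC50 by Hill fit.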
# GAA glycogen = inhibitors or activators of human alpha-glucosidase glycogen cleavage; recombinant GAA, glycogen substrate, Amplex Red glucose oxidase fluorescence; Potency, µM (series often up to 76.4 µM), inactives show at the highest dose activity change, negative = inhibition, most hits filed as inhibitors; 300,000 tested, 0.38% active; AID 2100;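 note: 0% = full enzyme reaction and -100% = no-enzyme basal signal; the screen sought inhibitors and activators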
#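 Natural-substrate format: glycogen cleavage by 4 nM human enzyme, glucose read by Amplex Red coupling (Ex 573, Em 610 nm). Normalized to enzyme and no-enzyme controls.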
# GAA inh = blocks human lysosomal alpha-glucosidase | purified human GAA, 4-MU-alpha-glucoside fluorescence | Potency, µM (top dose mostly 76.9 µM), without a hit: top-dose activity change, negative = inhibition, most hits filed as inhibitors | 200,000 tested, 0.005% active;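 note: plate controls were uninhibited enzyme wells for no effect and no-enzyme background for full effect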
#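 Compounds are titrated up to 77 uM against 4 nM human enzyme. Substrate 4-methylumbelliferyl-alpha-D-pyranoside (400 uM) reacts 20 min at room temperature in pH 5.0 buffer; liberated 4-methylumbelliferone is read at 440 nm.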
# Numbers without * were called inactive; ? = inconclusive; · = no result given; [ ] = another dose, or the depositor's remark. Unless noted, calls come from the whole dose curve; as a rule, active = well fitted curve in the direction sought with a large enough effect; inconclusive = small, poorly fitted or top-dose-only effect, or another doubt; inactive = no such curve, though single readings can be large; an effect the other way counts as inactive or inconclusive. Potency is the fitted concentration of half-maximal effect.
SMILES,IMPase Li inh,HTT aggregate,GoLoco inh red,HTT cytoprotect,GAA spleen mod,GAA glycogen,GAA inh
C=CCn1cc(/C=C2/NC(=O)NC2=O)c2ccccc21,·,-7%[9.22 µM],6%,4%[10 µM],2%,2%,·
CCOc1ccc2nc(NCCNC(=S)NCCCN(C)C)c(C#N)cc2c1,12%,16%[9.22 µM],16%,14%[10 µM],-1%,3%,11%
CCCCn1c(SCc2ccc(Cl)cc2)nc2c1c(=O)[nH]c(=O)n2C,30%[38.3 µM],-13%,-6%,0%[10 µM],-9%,-3%,-20%
OC[C@H]1O[C@@H](n2cnc3c(NC4CCCC4)ncnc32)[C@H](O)[C@H]1O,22%,·,9%,·,0%,·,·
Cc1ccc(C(=O)N2CCN(C3CCCCC3)CC2)s1,53%[activator][38.3 µM],-9%,3%,2%,-3%,0%,-2%
Cc1ccc(C(=O)Cn2cnc3ccccc3c2=O)cc1,0%,-13%,8%,24%[10 µM],-10%,0%,2%
CC1CC(C)(C)NCCNC(C)CC(C)(C)NCCN1 (stereo not drawn),10%[38.3 µM],3%,0%,-6%[10 µM],11%,10%,-3%
CCOC(=O)c1[nH]c2ccc(OCC)cc2c1NC(=O)CN1CCCC(C)C1 (stereo not drawn),-19%[38.3 µM],1%,5%,-27%[0.074 µM],2%,0%,-9%
COc1ccc(OC)c(NC(=O)CSc2nc3cccnc3n2C)c1,31%[38.3 µM],-9%,10%,10%,-1%,-5%,0%
COc1ccc(CCn2c(NN=C(C)C)nc3c2c(=O)[nH]c(=O)n3C)cc1,·,-7%[9.22 µM],52%[activator],3%[10 µM],-4%,2%,·
CCOC(=O)C1CCCN(CC(=O)Nc2c(F)c(F)c(F)c(F)c2F)C1 (stereo not drawn),12%[38.3 µM],-2%,-6%,-3%[10 µM],-1%,0%,-6%
COc1ccc(C2/C(=C(/O)c3ccccc3)C(=O)C(=O)N2c2ccccn2)c(OC)c1 (stereo not drawn),-20%[38.3 µM],6%,1%,-15%,-4%,-13%,-4%
O=C(NC1CCCC1)C(NS(=O)(=O)c1ccc(Br)s1)c1ccccc1 (stereo not drawn),8%,-2%,1%,25%[10 µM],-5%,12%,5%
O=C(NC(c1ccccc1)c1ccccc1)c1ccc(Br)o1,14%[38.3 µM],5%,1%,-1%,1%,7%,-5%
CCOc1nc(NC(=O)NS(=O)(=O)c2ccccc2F)nc(-c2ccccc2)n1,-8%,-10%,-1%,-46%[inhibitor],-1%,6%,-10%
COC(=O)c1ccccc1NC(=O)N1CCN(c2ccccc2F)CC1,8%,7%,-1%,2%,-10%,-16%,-1%
Cc1cc2nc(-c3cccnc3SCC(=O)NCc3ccco3)[nH]c2cc1C,0%[38.3 µM],19%,54%[activator],-118%[inhibitor],16%,0%,?
CC(C)N(C(=O)c1ccccc1-c1ccccc1)C(C)C,23%[38.3 µM],-8%,-11%,25%,0%,4%,-1%
Cc1nc(N)nc(OCC(F)(F)C(F)F)c1Br,-6%[38.3 µM],-14%,4%,-6%,-2%,-1%,0%
COC(=O)[C@H]1C[C@@H]2CC[C@@H](O)C[C@@H]2N1Cc1c(F)cccc1Cl,-4%,·,9%,-34%[inhibitor],-7%,·,·
Cc1nc2ccc(S(=O)(=O)Nc3cccc(-c4nc5cccnc5s4)c3)cc2s1,5%,2%,9%,·,1%,-7%,-6%
CCOC(=O)c1oc2ccc(S(=O)(=O)n3nc(-c4ccc(Cl)cc4)cc3N)cc2c1C,-4%[38.3 µM],-19%,1%,-36%,6%,5%,-14%
O=C(NCCN1CCOCC1)c1cnn2c(-c3ccccc3)cc(-c3ccccc3)nc12,7%[38.3 µM],?,4%,-29%,-2%,4%,1%
Cc1ccccc1-n1c(C)nnc1SCc1nc2ccccc2s1,3%[38.3 µM],5%,18%,-7%,3%,-14%,1%
O=C(Nc1nc2c(s1)CCCC2)Oc1ccccc1,12%[38.3 µM],-2%,9%,8%,2%,-2%,-2%

# Three entries from above, sorted by the value under GoLoco inh red, smallest number first:
SMILES | GoLoco inh red
CCOc1nc(NC(=O)NS(=O)(=O)c2ccccc2F)nc(-c2ccccc2)n1 | -1%
CC1CC(C)(C)NCCNC(C)CC(C)(C)NCCN1 (stereo not drawn) | 0%
OC[C@H]1O[C@@H](n2cnc3c(NC4CCCC4)ncnc32)[C@H](O)[C@H]1O | 9%

# Other results.
SMILES,IMPase Li inh,HTT aggregate,GoLoco inh red,HTT cytoprotect,GAA spleen mod,GAA glycogen,GAA inh
COc1ccc(S(=O)(=O)N2CCN(C3Cc4ccccc4C3)CC2)cc1,5%,2%,3%,-29%[10 µM],-5%,4%,-4%
CN(CCO)c1cnccn1,-7%,-14%,0%,-11%,3%,-7%,-6%
O=C(O)CCCNC(=O)CCCn1nnc2ccccc2c1=O,·,22%[9.22 µM],2%,13%[10 µM],-2%,-3%,·
CCCCCOc1ccc(CN2CCOCC2)cc1Cl,38%[activator][38.3 µM],-23%,11%,-32%,-3%,-7%,2%
O=Cc1ccccc1Cl,-5%,·,-4%,-46%[inhibitor],3%,·,·
O=C(Nc1ccccc1)c1ccc(F)c(S(=O)(=O)N2CCOCC2)c1,-5%[38.3 µM],-11%,-1%,-19%,-10%,1%,-1%
COc1ccc(Br)cc1/C=N/NC(=O)Cn1nnnc1N,·,-8%[9.22 µM],-2%,5%[10 µM],5%,-10%,1%
CC(C)c1nn2c(=O)cc(O)nc2s1,-3%,1%,24%,5%[10 µM],5%,-2%,-2%
Cc1ccc2c(c1)C1CN(C)CCC1N2C(=O)c1cccc(S(=O)(=O)N2CC(C)CC(C)C2)c1 (stereo not drawn),22%,-11%,19%,-28%,6%,-1%,3%
O=c1[nH]c(C2CCN(S(=O)(=O)c3ccccc3)CC2)nc2c1nnn2Cc1ccccc1,1%,-12%[9.22 µM],-8%,-13%[10 µM],1%,-15%,·
O=C(O)/C=C/c1cn(-c2ccccc2)nc1-c1cc2ccccc2o1,·,11%[9.22 µM],11%,-5%[10 µM],-13%,-3%,·
CC(Oc1ccc(Cl)cc1Cl)C(=O)NNC(=O)C(=O)N1CCCCC1 (stereo not drawn),0%,-10%,5%,10%[10 µM],-2%,12%,3%
O=C1NC(=O)/C(=C\c2ccc(OCc3cccc([N+](=O)[O-])c3)cc2)N1,4%,-17%,3%,-24%,-1%,5%,1%
Cc1ccc(CNC(=O)c2sc3nc4c(c(C(F)(F)F)c3c2N)CCC4)cc1,-13%[38.3 µM],8%,3%,8%,3%,8%,9%
O=C(CN1C(=O)CC(c2ccccc2)S(=O)(=O)c2ccccc21)N1CCOCC1 (stereo not drawn),0%,-3%,0%,-35%[inhibitor],1%,-6%,-7%
CCOC(=O)CSc1nnc(Cn2nnc(-c3ccccc3)n2)n1CC,12%[38.3 µM],14%,-10%,11%[10 µM],-4%,4%,-1%
COC(=O)c1ccc(NC(=O)CCN2C(=O)CSC2=O)cc1,1%,1%[9.22 µM],17%,-1%[10 µM],-1%,-20%,?
COc1ccc(/C=C2/N=C(SC3CCOC3=O)N(c3cccc(OC)c3)C2=O)cc1 (stereo not drawn),·,32%,·,-12%[10 µM],2%,3%,1%
CCCCc1ccc(/C=C2\C(=O)ON=C2c2ccccc2)s1,5%,-20%,6%,2%[10 µM],1%,-6%,4%
Cc1ccccc1Nc1nc(=O)c2cc([N+](=O)[O-])ccc2s1,·,1%,·,22%[10 µM],-7%,0%,7%
COc1ccc(S(=O)(=O)N2CCOCC2)cc1C(=O)Nc1ccon1,-5%[38.3 µM],-16%,-5%,-19%[0.074 µM],9%,11%,-9%
Cc1nnc(Nc2ccccc2)n(N)c1=O,32%[activator][38.3 µM],-17%,3%,-1%,3%,2%,1%
CCc1ccc(C2N(c3ccc(OC)cc3)C(=O)C3CCCN32)cc1 (stereo not drawn),1%[38.3 µM],10%,10%,3%,-2%,2%,-1%[15.4 µM]
CCCCCCc1cc2cc(S(=O)(=O)c3ccc(C)cc3)c(=O)oc2cc1O,3%,?,44%[activator],·,13%,-1%,?
COC(=O)c1cc(NC(=O)c2cccc([N+](=O)[O-])c2C)ccc1Cl,23%,11%,-6%,14%[10 µM],-1%,-3%,2%

# Next section
SMILES,IMPase Li inh,HTT aggregate,GoLoco inh red,HTT cytoprotect,GAA spleen mod,GAA glycogen,GAA inh
COC(=O)C1CCN(C(=O)CCCOc2ccccc2)CC1,22%[38.3 µM],-6%,-10%,5%,-9%,5%,-11%
O=C(NCCc1ccccc1)C1CCN(S(=O)(=O)N2CCC3(CC2)OCCO3)CC1,36%[activator][38.3 µM],0%,0%,3%[10 µM],-15%,3%,6%
COCCNC(=O)CSc1nc2scc(-c3ccccc3)c2c(=O)[nH]1,·,-33%[9.22 µM],45%[activator],0%[10 µM],7%,4%,·
Cc1ccccc1C(C(=O)NC1CCCCC1)N(C(=O)c1ccccn1)c1cccnc1 (stereo not drawn),7%,12%[9.22 µM],2%,14%[10 µM],-1%,1%,-2%
O=C(CCc1ccccc1)Nc1ccccc1F,28%[38.3 µM],-9%,-1%,-2%,6%,10%,5%
COc1ccc(Nc2nc(C)cc(C)c2C(N)=O)cc1,0%[38.3 µM],-14%,9%,1%,-3%,11%,-3%

# Single values from the results shown:
# `Cc1ccccc1C(C(=O)NC1CCCCC1)N(C(=O)c1ccccn1)c1cccnc1` (stereo not drawn) in GAA glycogen reads 1%
# `COCCNC(=O)CSc1nc2scc(-c3ccccc3)c2c(=O)[nH]1` in GAA glycogen reads 4%
# `O=C(NCCc1ccccc1)C1CCN(S(=O)(=O)N2CCC3(CC2)OCCO3)CC1` in GAA spleen mod reads -15%
# `COc1ccc(Nc2nc(C)cc(C)c2C(N)=O)cc1` in HTT aggregate reads -14%
# `O=C(CCc1ccccc1)Nc1ccccc1F` in GAA inh reads 5%
# `COC(=O)C1CCN(C(=O)CCCOc2ccccc2)CC1` in HTT aggregate reads -6%

# Some of the entries so far, with values under each structure:
# Results follow in this order: IMPase Li inh | HTT aggregate | GoLoco inh red | HTT cytoprotect | GAA spleen mod | GAA glycogen | GAA inh
- COC(=O)C1CCN(C(=O)CCCOc2ccccc2)CC1
  22%[38.3 µM] | -6% | -10% | 5% | -9% | 5% | -11%
- O=C(NCCc1ccccc1)C1CCN(S(=O)(=O)N2CCC3(CC2)OCCO3)CC1
  36%[activator][38.3 µM] | 0% | 0% | 3%[10 µM] | -15% | 3% | 6%
- COCCNC(=O)CSc1nc2scc(-c3ccccc3)c2c(=O)[nH]1
  · | -33%[9.22 µM] | 45%[activator] | 0%[10 µM] | 7% | 4% | ·

# Not all compounds are listed (hit frequency here may not be typical).
